# OPRM1-OPRD1 inv – inverse agonist of human OPRM1-OPRD1 heterodimerization. P35372+P41143. cell-based MOR-DOR heterodimer luminescence, inverse agonism. inhibition, % at 9.3 µM. actives 0.21% (n = 340,000); in the data active means inhibition above about 22%, passing the limit was not always enough;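 further: 0% = cells with DMSO and 100% = wells without cells with DMSO; values of inactives mirror those of a sister screen read the other way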
# Target sequence (P35372 whole entry, looked up): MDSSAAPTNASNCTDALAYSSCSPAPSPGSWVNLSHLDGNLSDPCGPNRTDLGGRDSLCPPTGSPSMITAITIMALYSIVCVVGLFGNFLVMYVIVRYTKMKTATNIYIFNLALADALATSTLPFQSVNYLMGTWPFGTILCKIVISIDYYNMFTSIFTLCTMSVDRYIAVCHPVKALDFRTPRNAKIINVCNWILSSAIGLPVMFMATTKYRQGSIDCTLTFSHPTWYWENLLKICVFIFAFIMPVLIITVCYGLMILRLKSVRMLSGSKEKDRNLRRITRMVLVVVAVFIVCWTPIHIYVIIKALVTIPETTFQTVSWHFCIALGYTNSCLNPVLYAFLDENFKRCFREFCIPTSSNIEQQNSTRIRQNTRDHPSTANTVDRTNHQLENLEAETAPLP
# Target sequence (P41143 whole entry, looked up): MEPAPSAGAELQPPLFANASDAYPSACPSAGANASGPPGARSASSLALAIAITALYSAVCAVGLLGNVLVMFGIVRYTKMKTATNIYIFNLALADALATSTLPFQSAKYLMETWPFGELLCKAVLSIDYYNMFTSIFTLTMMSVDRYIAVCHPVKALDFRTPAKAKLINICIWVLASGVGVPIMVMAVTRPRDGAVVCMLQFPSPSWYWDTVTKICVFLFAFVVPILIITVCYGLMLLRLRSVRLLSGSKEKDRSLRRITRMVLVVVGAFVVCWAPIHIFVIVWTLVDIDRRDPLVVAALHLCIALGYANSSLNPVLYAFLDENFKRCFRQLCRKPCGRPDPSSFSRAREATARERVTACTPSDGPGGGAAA
# LANA DNA inh – blocks KSHV LANA C-terminal domain binding to DNA; MBP-C-LANA/FAM-LBS DNA binding, fluorescence polarization; inhibition, % at 9 µM; actives 0.078% (n = 340,000);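 active means highest replicate inhibition at or above 60% at 9 µM, even if other replicates fall short; inactive means all replicates below 60% inhibition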;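 further: 0% = neutral control wells and 100% = 4 µM acridine orange control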
# V-ATPase pHluor – alters yeast V-ATPase proton transport. S. cerevisiae, pHLuorin cytosolic pH fluorescence. response, % at 10 µM. actives 0.37% (n = 350,000). AID 504577; in the data active means response mostly above about 7.3%, no sharp cut-off; inactive means mostly below about 5.4%; further: actives read high; inactives centre near 0; some compounds called inactive have numbers as strong as hits; reference of the scale not given here
# Arr AP2 block – inhibitors of human beta-arrestin and AP2 interaction; FITC-arrestin peptide / GST-AP2 beads, flow cytometry; AP2 beta2 appendage carries R879A mutation; inhibition, % at 10 µM; actives 0.31% (n = 340,000); AID 504490;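 active means inhibition above a set limit, near 3 SD of compounds lacking own fluorescence, cut at about 54% in these data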;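 further: plate controls were DMSO wells for no effect and 5 µM unlabelled arrestin peptide for full effect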
#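 test system = AP2 appendage R879A on GSH beads | buffer or medium = PBS plus Tween 20 (0.05%) and BSA (0.1%) | incubation = 12 min plus 1 h, RT | detection = bead flow cytometry, FITC channel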
# MOR-DOR ag – agonists of human mu-delta opioid receptor heterodimerization. P35372+P41143. cells, OPRM1-OPRD1 heterodimerization, luminescence. activation, % at 9.3 µM. actives 0.3% (n = 340,000). AID 504326; in the data active means activation above about 18%;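 further: 0% = vehicle-treated cells and 100% = reference agonist; values of inactives mirror those of a sister screen read the other way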
# Wnt act – Wnt/beta-catenin pathway activation | activation, % at 9.35 µM | AID 743398 | actives 1.2% (n = 300,000) | Wnt/beta-catenin reporter cell assay, activator, plate reader; in the data active means activation above about 30%, passing the limit was not always enough;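 further: 0% = neutral control wells and 100% = positive control wells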
# Keap1 Nrf2 FP – Keap1-Nrf2 (human) interaction inhibition | Q14145 | Keap1 Kelch-Nrf2 peptide fluorescence polarization, 1536-well | inhibition, % at 9.4 µM | actives 0.15% (n = 340,000) | AID 504523; in the data active means inhibition above about 12%;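 further: human Keap1 Kelch domain with fluorescein labeled Nrf2 9mer peptide probe; 0% = neutral control wells and 100% = peptide positive control; higher means more block of Keap1 binding to Nrf2 peptide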
# cardiac RTF act – cardiac RTF calcium sensitization. IANBD-labeled TnC RTF fluorescence at EC20 calcium; 0% EC20 calcium, 100% full calcium. actives 0.24% (n = 340,000). activation, % at 7.2 µM;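 active means activation above the mean over all tested compounds plus 3 SD, cut at about 30% in these data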;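 further: rise in fluorescence read as greater calcium sensitivity of cardiac thin filaments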
# Cardiac RTF inh – cardiac RTF calcium desensitization | inhibition, % at 7.15 µM | IANBD-labeled cardiac RTF, Ca2+ fluorescence | actives 0.12% (n = 340,000) | P19429+P45379;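 active means inhibition above the mean inhibition of all tested compounds plus 3 SD, cut at about 17% in these data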;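 further: assay run at fixed EC70 calcium of 1.6 mM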
# Pemphigus Ab inh – blocks pemphigus antibody binding to human desmoglein-3; P32926; DSG3-coupled beads, scFv-anti-DSG3-GFP binding, flow cytometry; active compounds read low; binding (percent of control), % at 10 µM; actives 0.48% (n = 310,000);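 active means binding more than 3 SD below its plate's average and above zero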;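 further: hits lower antibody fragment binding to DSG3; some compounds called inactive have numbers as strong as hits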
# An asterisk follows results filed as active; . = not tested or not shown. Hits appear at their usual frequency; 3.1% or so of the library scored in one or more.
nr	SMILES	OPRM1-OPRD1 inv	LANA DNA inh	V-ATPase pHluor	Arr AP2 block	MOR-DOR ag	Wnt act	Keap1 Nrf2 FP	cardiac RTF act	Cardiac RTF inh	Pemphigus Ab inh
1	O=C(N/N=C/c1ccc(OCc2ccccc2)cc1)c1cc[n+](Cc2ccccc2)cc1	6	0.3	-5	4	-1.2	.	-3	-10	-1	85
2	COc1ccc2nc3cc(Cl)ccc3c(Nc3ccc(O)c(CN4CCN(C)CC4)c3)c2c1	-51	-17	1	-2	12	-5	-1	-9	5	88
3	CC1S/C(=N/N=C2CCCCC2)NC1=O (centres undefined)	8	-1.1	-1	-3	-1.5	0	-3	3	-13	110
4	O=C(NCc1ccc2c(c1)OCO2)Nc1ccc([N+](=O)[O-])cc1	2	-0.8	0	-10	-0.4	-3	0	-7	2	.
5	Cc1cc2oc(=O)cc(CN3CCCCC3)c2cc1O	19	-2.7	1	16	-3.8	0	-2	-9	2	97
6	O=C(Nc1ccc2nc(-c3ccc4nc[nH]c4c3)[nH]c2c1)c1cccs1	2	-0.3	-3	24	-0.2	-2	-1	-5	6	.
7	N#CC1=C(N)Oc2n[nH]c(-c3ccc(F)cc3)c2C1c1ccncc1 (centres undefined)	15	-0.3	3	1	-3.1	.	4	-9	-21	109
8	COc1nnc(-c2ccc(N3CCCCC3)c(NC(C)=O)c2)c2ccccc12	1	-0.8	4	10	-0.1	-1	2	-3	-7	103
9	CCCN(C(=O)COC(=O)CC1CCCCC1)c1c(N)n(Cc2ccccc2)c(=O)[nH]c1=O	0	1.9	-2	17	-0.1	0	0	-9	-3	103
10	Cc1ccc(Cl)cc1NC(=O)CCC(=O)Nc1cc(Cl)ccc1C	-10	0.6	-1	-5	1.7	.	0	-5	-10	95
11	Cn1c(N)c(C(=O)CSc2nnc(NC3CCCCC3)s2)c(=O)n(C)c1=O	8	0.7	3	0	-1.5	1	0	-1	-13	105
12	Cc1ccc(S(=O)(=O)N2CCN(S(=O)(=O)N3CCCCC3)CC2)c(C)c1	-22	1.6	-2	-3	3.6	-3	-2	8	-7	107
13	O=C(CN1C(=O)/C(=C\c2cccc(F)c2)Oc2ccccc21)N1CCN(c2ccccn2)CC1	-7	0.2	-42	3	1.6	.	-4	14	-14	104
14	O=C(NCc1nnc(SCC(=O)N2CCCc3ccccc32)n1-c1ccccc1)c1cccc2ccccc12	-3	0.1	1	2	0.5	-4	-6	3	-1	94
15	COC(=O)c1ccccc1NC(=O)NC1CCC(C)CC1 (centres undefined)	6	0.3	-2	-10	-0.9	11	-2	-4	-3	107
16	CCC(=O)Nc1ccnc(-c2cccnc2)n1	22	0.2	0	-5	-4.3	.	-5	2	-2	107
17	OCCN1CCN(c2ncnc3sc(-c4ccccc4)cc23)CC1	-2	-2.4	0	-6	0.4	3	0	-5	0	98
18	Cn1c(CN2CCCC2)nc2cc(NC(=O)COc3ccc([N+](=O)[O-])cc3)ccc21	2	-1.0	4	0	-0.3	-3	-8	17	-10	.
19	O=C(C1CCCN(S(=O)(=O)Cc2ccccc2)C1)N1CCCCC1 (centres undefined)	7	1.3	2	25	-1.5	.	-3	2	-9	102
20	COc1ccc(-c2csc3ncnc(N4CCN(S(=O)(=O)c5ccc(Cl)s5)CC4)c23)cc1	4	-1.0	-3	-11	-0.6	-4	-2	-1	6	99
21	O=C1CC(N2CCN(Cc3ccc(Cl)cc3)CC2)C(=O)N1CCc1ccccc1 (centres undefined)	-8	1.3	0	14	1.5	-2	-4	-3	-13	101
22	Cc1csc(=O)n1CCC(=O)OCC(=O)c1c(N)n(CC(C)C)c(=O)n(C)c1=O	-3	12	0	-8	0.5	3	2	-3	-10	107
23	COC(=O)CCC(=O)Nc1sc(C)c(C)c1C(N)=O	3	-0.6	0	-1	-0.5	.	-4	3	2	107
24	Clc1ccc(CSc2nnc(-c3sccc3-n3cccc3)o2)cc1	2	-0.6	0	29	-0.3	-1	3	1	-1	.
25	CCC(C)(C)NC(=O)C(c1cccs1)N(C(=O)c1ccn[nH]1)c1ccccc1 (centres undefined)	-9	1.5	-2	14	1.2	-3	0	-6	12	81
26	CC(=O)Nc1ccc(S(=O)(=O)N2CCN(C(=O)c3cccnc3)CC2)cc1	1	0.0	4	-1	-0.1	-8	-7	0	-6	95
27	COc1ccccc1NC(=O)NC1CCS(=O)(=O)C1 (centres undefined)	3	-1.6	-2	6	-0.7	-1	-1	-3	-7	100
28	O=C(COC(=O)c1n[nH]c2ccccc12)c1cccc(Br)c1	-15	-2.3	-1	7	2.9	7	1	1	8	106
29	O=C(Nc1cccc(S(=O)(=O)N2CCCCC2)c1)c1cncc(Br)c1	0	0.2	3	0	0.0	2	-2	0	1	96
30	CCOC(=O)C1=C(C)NC(=O)NC1c1ccc([N+](=O)[O-])o1 (centres undefined)	9	-0.1	3	-11	-1.7	3	2	-3	8	101

# A different layout for part of the listing above:
# Every second line gives: OPRM1-OPRD1 inv, LANA DNA inh, V-ATPase pHluor, Arr AP2 block, MOR-DOR ag, Wnt act, Keap1 Nrf2 FP, cardiac RTF act, Cardiac RTF inh, Pemphigus Ab inh
(1) O=C(N/N=C/c1ccc(OCc2ccccc2)cc1)c1cc[n+](Cc2ccccc2)cc1
  6, 0.3, -5, 4, -1.2, ., -3, -10, -1, 85
(2) COc1ccc2nc3cc(Cl)ccc3c(Nc3ccc(O)c(CN4CCN(C)CC4)c3)c2c1
  -51, -17, 1, -2, 12, -5, -1, -9, 5, 88
(3) CC1S/C(=N/N=C2CCCCC2)NC1=O (centres undefined)
  8, -1.1, -1, -3, -1.5, 0, -3, 3, -13, 110
(4) O=C(NCc1ccc2c(c1)OCO2)Nc1ccc([N+](=O)[O-])cc1
  2, -0.8, 0, -10, -0.4, -3, 0, -7, 2, .
(5) Cc1cc2oc(=O)cc(CN3CCCCC3)c2cc1O
  19, -2.7, 1, 16, -3.8, 0, -2, -9, 2, 97
(6) O=C(Nc1ccc2nc(-c3ccc4nc[nH]c4c3)[nH]c2c1)c1cccs1
  2, -0.3, -3, 24, -0.2, -2, -1, -5, 6, .
(7) N#CC1=C(N)Oc2n[nH]c(-c3ccc(F)cc3)c2C1c1ccncc1 (centres undefined)
  15, -0.3, 3, 1, -3.1, ., 4, -9, -21, 109
(8) COc1nnc(-c2ccc(N3CCCCC3)c(NC(C)=O)c2)c2ccccc12
  1, -0.8, 4, 10, -0.1, -1, 2, -3, -7, 103
(9) CCCN(C(=O)COC(=O)CC1CCCCC1)c1c(N)n(Cc2ccccc2)c(=O)[nH]c1=O
  0, 1.9, -2, 17, -0.1, 0, 0, -9, -3, 103
(10) Cc1ccc(Cl)cc1NC(=O)CCC(=O)Nc1cc(Cl)ccc1C
  -10, 0.6, -1, -5, 1.7, ., 0, -5, -10, 95
(11) Cn1c(N)c(C(=O)CSc2nnc(NC3CCCCC3)s2)c(=O)n(C)c1=O
  8, 0.7, 3, 0, -1.5, 1, 0, -1, -13, 105
(12) Cc1ccc(S(=O)(=O)N2CCN(S(=O)(=O)N3CCCCC3)CC2)c(C)c1
  -22, 1.6, -2, -3, 3.6, -3, -2, 8, -7, 107

# (more compounds)
nr	SMILES	OPRM1-OPRD1 inv	LANA DNA inh	V-ATPase pHluor	Arr AP2 block	MOR-DOR ag	Wnt act	Keap1 Nrf2 FP	cardiac RTF act	Cardiac RTF inh	Pemphigus Ab inh
31	COc1ccc(/C=N/NC(=O)CNS(=O)(=O)c2ccccc2)cc1	14	-3.6	4	-4	-3.6	-3	1	-3	-6	118
32	COC(=O)[C@@H]1CC[C@@](C)(c2ccc(OC)cc2)C1(C)C	-66	-0.5	-1	-6	12	-3	-6	6	-5	116
33	O=C(NCC1CCCCC1)c1cccc([N+](=O)[O-])c1	1	-1.5	2	-18	-0.2	0	-4	-1	-8	109
34	CCOC(=O)c1c(NC(=O)Nc2ccc(C)cc2)sc2c1CCN(C)C2	.	1.3	0	-6	.	-1	-4	.	.	95
35	COc1ccc(N(C)C(=O)CCS(=O)(=O)c2cccc3nonc23)cc1	15	0.9	4	2	-2.8	0	-4	-1	-7	105
36	O=C(CSc1nnc(-c2ccccc2)n1Cc1ccco1)Nc1ccc(S(=O)(=O)N2CCCC2)cc1	0	1.1	6	16	0.0	-4	-4	-4	-5	105
37	CCC(=O)Nc1ccc(NC(=O)CSc2nc3c(c(=O)n(C)c(=O)n3C)n2CC)cc1	4	0.2	-95	0	-0.7	-3	-4	-3	-6	100
38	Cc1cc(C)n(-c2cccc(F)n2)n1	19	0.6	4	-2	-3.7	.	-2	-7	0	96
39	C=CCNC(=S)/C(=C(/[O-])c1ccccc1Br)[n+]1ccccc1	14	-0.9	-6	7	-2.6	0	0	5	3	98
40	CC(C)COC(=O)NCC12C=CC(O1)C1C(=O)N(c3ccc(Cl)cc3)C(=O)C12 (centres undefined)	17	1.3	-2	-7	-3.7	.	-5	-3	-2	102
41	O=[N+]([O-])c1ccccc1/C=N\Nc1nccs1	-11	4.1	3	34	2.4	-1	1	-5	-4	102
42	C=CCC1(CC=C)CCCN1C(=O)c1cc(COc2ccc(-n3cncn3)cc2)on1	-12	-1.0	-1	14	2.3	-10	0	-6	3	103
43	CCOc1ccccc1NC(=O)c1nc(-c2ccccc2)oc1C	1	1.8	-6	-6	-0.2	1	4	-1	1	99
44	C=CC[C@@H](CC(=O)N[C@H](CO)Cc1ccccc1)C(=O)NCCOC(=O)[C@@H](CC=C)CC(=O)OC(C)(C)C	13	2.7	-2	-3	-2.3	0	2	4	-7	100
45	CN1N=C2c3ccccc3CCC2C1c1ccc(Cl)cc1 (centres undefined)	21	-4.3	0	6	-4.1	10	-2	-1	2	111
46	CC1=C(C(=O)Nc2ccccc2C(=O)N2CCCCC2)SCCO1	19	0.6	3	-15	-3.7	-1	-4	-3	6	.
47	O=C(NNc1ccc([N+](=O)[O-])cc1[N+](=O)[O-])C1C2CCCCC21 (centres undefined)	7	2.0	3	-2	-1.1	-4	-4	2	-15	105
48	O=C(NCc1ccc(F)cc1)c1cnc2n(c1=O)CCS2	8	0.5	1	6	-1.5	-2	-4	-3	-5	96
49	O=C(Nc1ccc(Cl)cc1)N1CCCC1	7	0.9	0	5	-1.4	2	-5	0	-19	.
50	COCCn1c(-c2ccc(OC)c(OC)c2)nc2ccccc21	17	-1.7	3	0	-4.0	.	0	-1	3	112
51	CC(C)CCNC(=O)C(c1ccco1)N(CC1CCCO1)C(=O)Cn1nnc2ccccc21 (centres undefined)	10	-1.1	0	2	-1.8	.	-1	0	-9	99
52	CCN(CCNC(=O)C1CCN(S(=O)(=O)CC)CC1)c1ccccc1	-13	-1.7	1	1	2.1	1	4	3	-13	99

# 2 entries from above, with values under each structure.
# Results follow in this order: OPRM1-OPRD1 inv | LANA DNA inh | V-ATPase pHluor | Arr AP2 block | MOR-DOR ag | Wnt act | Keap1 Nrf2 FP | cardiac RTF act | Cardiac RTF inh | Pemphigus Ab inh
46. CC1=C(C(=O)Nc2ccccc2C(=O)N2CCCCC2)SCCO1
→ 19 | 0.6 | 3 | -15 | -3.7 | -1 | -4 | -3 | 6 | .
47. O=C(NNc1ccc([N+](=O)[O-])cc1[N+](=O)[O-])C1C2CCCCC21 (centres undefined)
→ 7 | 2.0 | 3 | -2 | -1.1 | -4 | -4 | 2 | -15 | 105
